Efflux pump mplx – inhibitors of Candida efflux pumps in yeast, primary screen, S. cerevisiae, Nile Red, multiplex | AID 485275, 2010 | actives 0.44% (n = 330,000) | S. cerevisiae Candida pump triplex | inhibition, % at 10 µM;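 active means plate passing quality check with inhibition over a set limit, or well fluorescence over plate mean plus 4 SD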;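 further: Nile Red retained in pooled yeast measured as flow cytometry median fluorescence; 0% = buffer negative control and 100% = Enniatin B positive control; higher means more Nile Red kept so more efflux inhibition; some compounds called inactive have numbers as strong as hits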
Yeast superoxide – reduction of superoxide in aged yeast, primary screen, HTS; S. cerevisiae aged cells, superoxide DHE fluorescence; hits give low values; superoxide response (% of plate mean), % at 10 µM; actives 0.18% (n = 330,000); AID 2690, 2010;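 active means superoxide response under a set limit, about three screen SD below normal, cut at about 65% in these data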;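 further: yeast aged for seven days with compound at 30 °C before DHE staining; 100% = average MFI of all compound-treated wells on the plate with controls excluded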
RPL19A-GFP yeast – RPL19A-GFP expression modulators in yeast, primary screen, cell-based, S. cerevisiae, multiplex flow cytometry, MLPCN. AID 2025, 2009. percent response vs DMSO, % at 10 µM. S. cerevisiae RPL19A-GFP strain, 3 h; hits give low values. actives 0.3% (n = 330,000);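 active means percent response vs DMSO below 50%; inconclusive means fewer than 70 events counted for the yeast strain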;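 further: median channel GFP fluorescence of the barcoded RPL19A-GFP strain; ratio of sample median GFP to plate DMSO average so 100% = DMSO; lower means less RPL19A-GFP as with rapamycin TOR inhibition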
CIT2 TOR yeast – modulators of CIT2-GFP expression in yeast, primary screen, S. cerevisiae, GFP fusion, multiplex flow cytometry, MLPCN library. S. cerevisiae CIT2-GFP strain, 3 h; 100 means same as DMSO wells. GFP response vs DMSO, % at 10 µM. actives 0.065% (n = 320,000). AID 2029, 2009;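 active means GFP response relative to DMSO above a set limit, near the screen mean plus 3 SD, cut at about 150% in these data; inconclusive means Fewer than 70 cells measured for a yeast strain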;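 further: ratio of well median GFP fluorescence to mean of DMSO wells on the plate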
MEP2 TOR yeast – modulators of MEP2-GFP levels in yeast, primary screen, S. cerevisiae, multiplex flow cytometry, MLPCN library; S. cerevisiae MEP2-GFP strain, 3 h; 100% = DMSO control level; GFP response vs DMSO, % at 10 µM; actives 0.51% (n = 330,000); AID 2016, 2009;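 active means GFP response versus DMSO above a set limit, roughly screen mean plus 3 SD, cut at about 180% in these data; inconclusive means fewer than 70 cells counted for a yeast strain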;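 further: median GFP fluorescence of the barcode-gated MEP2-GFP cells per well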
AHR activator – AHR activators, primary screen, cell-based, luminescence, luciferase reporter, human; actives 2.5% (n = 320,000); Aryl hydrocarbon receptor (Homo sapiens), P35869; AHR-responsive luciferase reporter cells; activation, % at 5 µM; in the data active means activation above about 47%;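 further: 0% = vehicle wells and 100% = reference agonist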
Target sequence (P35869 whole entry, looked up): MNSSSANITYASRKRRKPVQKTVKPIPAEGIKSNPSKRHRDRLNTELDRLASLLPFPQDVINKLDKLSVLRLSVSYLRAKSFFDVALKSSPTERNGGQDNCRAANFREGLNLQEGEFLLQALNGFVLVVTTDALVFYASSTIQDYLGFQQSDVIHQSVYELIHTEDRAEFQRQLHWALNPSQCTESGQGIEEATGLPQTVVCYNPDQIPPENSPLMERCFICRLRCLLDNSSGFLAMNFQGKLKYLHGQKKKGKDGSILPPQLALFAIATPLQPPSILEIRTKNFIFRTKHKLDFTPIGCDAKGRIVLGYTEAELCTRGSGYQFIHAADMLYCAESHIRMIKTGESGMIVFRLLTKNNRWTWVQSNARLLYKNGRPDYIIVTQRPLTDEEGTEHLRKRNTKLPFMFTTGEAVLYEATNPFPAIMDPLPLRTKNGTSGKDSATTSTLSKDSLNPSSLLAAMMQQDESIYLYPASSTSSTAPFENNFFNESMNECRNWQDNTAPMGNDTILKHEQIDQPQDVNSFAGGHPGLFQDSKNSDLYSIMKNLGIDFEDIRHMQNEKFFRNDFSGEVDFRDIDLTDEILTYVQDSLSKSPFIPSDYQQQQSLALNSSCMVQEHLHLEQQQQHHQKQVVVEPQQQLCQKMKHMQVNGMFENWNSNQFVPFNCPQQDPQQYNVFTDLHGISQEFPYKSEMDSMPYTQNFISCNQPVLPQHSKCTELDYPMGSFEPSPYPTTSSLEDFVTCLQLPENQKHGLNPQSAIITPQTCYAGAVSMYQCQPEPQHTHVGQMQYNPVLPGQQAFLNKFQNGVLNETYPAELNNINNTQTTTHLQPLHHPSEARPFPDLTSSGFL
LAP4-GFP MLPCN – modulators of LAP4-GFP expression in yeast, primary screen, S. cerevisiae, multiplex flow cytometry, MLPCN library | 3 h; median GFP as percent of DMSO wells | GFP response vs DMSO, % at 10 µM | actives 0.34% (n = 320,000);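 active means GFP response vs DMSO above a set limit, about the screen mean plus 3 SD, cut at about 150% in these data; inconclusive means under 70 cell events counted for the yeast strain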
AGP1-GFP MLPCN – modulators of AGP1-GFP expression in yeast TOR pathway, primary screen, cell-based, multiplex flow cytometry, S. cerevisiae, MLPCN library; GFP response vs DMSO, % at 10 µM; AID 2066, 2009; 3 h; GFP as percent of DMSO wells; actives 0.02% (n = 320,000);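 active means GFP response relative to DMSO above a set limit, near screen average plus 3 SD, cut at about 150% in these data; inconclusive means fewer than 70 cells counted for the yeast strain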;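 further: median GFP channel fluorescence of the gated AGP1 strain per well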
* hit, by the source's call; ? = inconclusive; . = no result given; [ ] = remark or other dose.

[1] NC(=O)NC(=O)COC(=O)c1cccnc1Nc1ccccc1F
[2] C/C(=N\NC(=O)c1ccccc1)c1ccc(-n2ccnc2)cc1
[3] Cc1c(C(=O)N2CCCCC2)c(S(=O)(=O)N(C)Cc2ccco2)c(C)n1C
[4] CCOC(=O)c1cnc2c(ccc3ccccc32)c1N
[5] CC1CCC(C(C)C)C(OC(=O)COC(=O)c2ccc(N)cc2)C1 (stereo not drawn)
[6] O=C(CCC(=O)c1ccccc1)NCc1cccc(C(F)(F)F)c1

| entry no. | 1 | 2 | 3 | 4 | 5 | 6 |
| --- | --- | --- | --- | --- | --- | --- |
| Efflux pump mplx | 0.0 | 0.3 | -0.1 | -0.1 | 0.1 | 0.1 |
| Yeast superoxide | 107 | 101 | 119 | 98 | 99 | 92 |
| RPL19A-GFP yeast | 101 | 103 | 99 | 104 | 98 | 99 |
| CIT2 TOR yeast | 99 | 102 | 103 | 99 | 100 | 85 |
| MEP2 TOR yeast | 103 | 105 | 99 | 110 | 101 | 100 |
| AHR activator | -3 | 21 | 0 | 1 | 0 | 0 |
| LAP4-GFP MLPCN | 109 | 93 | 97 | 94 | 94 | 116 |
| AGP1-GFP MLPCN | 102 | 102 | 101 | 98 | 103 | 100 |

[7] CC(C)(C)C(=O)Nc1nnc(SCc2ccc(F)cc2)s1
[8] CN(C)c1ccc(C2CNC(c3ccc(Cl)c([N+](=O)[O-])c3)c3[nH]c4ccccc4c32)cc1 (stereo not drawn)
[9] CC(C)C(C)(C#N)NC(=O)CN1C(=O)NC2(CCCc3ccccc32)C1=O (stereo not drawn)
[10] Cc1ccc(C2c3[nH]c4ccccc4c3C[C@H]3C(=O)N(c4ccccc4C(=O)N4CCC[C@H]4C(=O)O)C(=O)N23)cc1 (stereo partly drawn)
[11] COc1ccc(N2CCN(C(c3ccc4ncccc4c3)c3nnnn3C(C)C)CC2)cc1 (stereo not drawn)
[12] COc1ccc(-c2nnc(NC(=O)C(C)C)o2)cc1

| entry no. | 7 | 8 | 9 | 10 | 11 | 12 |
| --- | --- | --- | --- | --- | --- | --- |
| Efflux pump mplx | 0.0 | 0.1 | 0.5 | 0.3 | 0.2 | 0.1 |
| Yeast superoxide | 90 | 111 | 100 | 121 | 90 | 91 |
| RPL19A-GFP yeast | 100 | 97 | 100 | 98 | 98 | 100 |
| CIT2 TOR yeast | 92 | 94 | 92 | 101 | 98 | 94 |
| MEP2 TOR yeast | 106 | 101 | 93 | 104 | 102 | 87 |
| AHR activator | 6 | 22 | -5 | 13 | 1 | 12 |
| LAP4-GFP MLPCN | 117 | 111 | 93 | 106 | 101 | 83 |
| AGP1-GFP MLPCN | 102 | 79 | 100 | 101 | 98 | 101 |

[13] COc1ccc(/C=C(\NC(=O)c2ccccc2)C(=O)OC[C@@H]2CCC[N+]3(C)CCCCC23)cc1OC (stereo partly drawn)
[14] COc1ccc2ccccc2c1CNCCCN1CCOCC1
[15] O=c1c2ccccc2nc(SCc2ccccc2)n1CC1CCCO1 (stereo not drawn)
[16] CNC(=O)c1cc(S(=O)(=O)Nc2ccc3c(c2)OCCO3)ccc1C
[17] Cc1ccc(C)c(N2C(=O)CS/C2=N\NC(=O)c2ccccc2Cl)c1
[18] O=C(CSc1nc2[nH]ncc2c(=O)[nH]1)Nc1ccccc1

| entry no. | 13 | 14 | 15 | 16 | 17 | 18 |
| --- | --- | --- | --- | --- | --- | --- |
| Efflux pump mplx | 0.2 | -0.3 | 0.0 | 0.1 | 0.0 | -0.4 |
| Yeast superoxide | 106 | 102 | 102 | 98 | 107 | 81 |
| RPL19A-GFP yeast | 100 | 102 | 105 | 92 | 94 | 106 |
| CIT2 TOR yeast | 94 | 100 | 104 | 89 | 89 | 116 |
| MEP2 TOR yeast | 96 | 98 | 103 | 86 | 103 | 107 |
| AHR activator | 0 | -1 | 2 | -1 | 4 | 0 |
| LAP4-GFP MLPCN | 105 | 92 | 100 | 80 | 90 | 97 |
| AGP1-GFP MLPCN | 93 | 95 | 96 | 86 | 93 | 104 |

[19] COc1cccc(OC)c1C(=O)NC(C)c1ccccc1 (stereo not drawn)
[20] Cc1cccc(-n2nnc(C(=O)NCc3ccccc3)c2N)c1
[21] COC(=O)n1c(SC)nc2ccccc21
[22] CCOc1ccc(OCC(=O)Nc2nccs2)cc1
[23] CN1CCN(c2ccc(NC(=O)c3ccc(-c4cccc([N+](=O)[O-])c4)o3)cc2)CC1
[24] CC(=O)Oc1cc(O)c2c(c1)OC(c1ccc(OC(C)=O)c(OC(C)=O)c1)C(OC(C)=O)C2=O (stereo not drawn)
[25] COCCNC(=O)/C(C#N)=C/c1ccc2c(c1)OCO2
[26] NS(=O)(=O)c1ccc(CCNC(=O)c2ccc(Cl)s2)cc1
[27] Cc1onc(-c2ccccc2Cl)c1C(=O)Nc1ccc(-c2nnc3n2CCCCC3)cc1

| entry no. | 19 | 20 | 21 | 22 | 23 | 24 | 25 | 26 | 27 |
| --- | --- | --- | --- | --- | --- | --- | --- | --- | --- |
| Efflux pump mplx | -0.1 | -0.1 | -0.4 | 0.6 | 0.1 | -0.1 | -0.1 | -0.1 | -0.1 |
| Yeast superoxide | 103 | 97 | 95 | 98 | 106 | 104 | 109 | 118 | 87 |
| RPL19A-GFP yeast | 94 | 93 | . | 73[may fluoresce violet] | 89 | 106 | 99 | 97 | 103 |
| CIT2 TOR yeast | 95 | 89 | 110 | ? | 88 | 101 | 96 | 115 | 100 |
| MEP2 TOR yeast | 101 | 95 | 106 | 125[may fluoresce violet] | 99 | 110 | 103 | 103 | 111 |
| AHR activator | 1 | 1 | 3 | 15 | 24 | 0 | -1 | -6 | 1 |
| LAP4-GFP MLPCN | 92 | 101 | 93 | 97[may fluoresce violet] | 97 | 103 | 102 | 96 | 102 |
| AGP1-GFP MLPCN | 96 | 94 | 96 | 23[may fluoresce violet] | 90 | 96 | 99 | 99 | 107 |
